Screening data: PubChem BioAssay, several laboratories
MOR-DOR ag = OPRM1-OPRD1 heterodimerization agonism; P35372+P41143; cells, luminescence; activation, % at 9.3 µM; actives 0.3% (n = 340,000); AID 504326; in the data active = activation above about 18%;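 note: 0% = vehicle-treated cells and 100% = reference agonist; values of inactives mirror those of a sister screen read the other way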
PKA-R1A act = activates the PKA-R1A holoenzyme complex | actives 0.083% (n = 340,000) | P00514+P68181 | PKA-R1A dissociation, Cy5-IP20 fluorescence polarization; scaled: DMSO 0%, 113 µM cGMP 100% | activation, % at 11.4 µM;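 active = percent activation above the mean of all tested compounds plus 3 SD, cut at about 19% in these data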;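 note: higher means more PKAc released from R1A so a rise in polarization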
phage Ecoli inh = E. coli growth loss with phage present; growth absorbance; inhibition, % at 11.9 µM; actives 0.26% (n = 360,000); in the data active = inhibition above about 11%
Tat transport = E. coli Tat transport inhibition; inhibition, % at 10 µM; actives 0.036% (n = 340,000); E. coli MC4100 TorA-mCherry Tat export, fluorescence;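 active = mean replicate inhibition at least 50% and at least half of replicates individually reaching 50%; inconclusive = only one of the two criteria met; inactive = neither criterion met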;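 note: exported cargo escapes ClpAP degradation while cytoplasmic cargo is degraded and loses fluorescence; 0% = median of neutral control wells and 100% = median of NaSCN control wells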
AddAB inh = less growth of phage-infected E. coli with AddAB. AID 435030. inhibition, % at 11.9 µM. actives 0.29% (n = 330,000). E. coli expressing H. pylori AddAB, absorbance growth; in the data active = inhibition above about 12%;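 note: 0% = vehicle wells of infected cells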
OPRM1-OPRD1 inv = mu-delta opioid heterodimer inverse agonism; P35372+P41143; cell-based MOR-DOR heterodimer luminescence; inhibition, % at 9.3 µM; actives 0.21% (n = 340,000); AID 504357; in the data active = inhibition above about 22%, passing the limit was not always enough;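 note: 0% = cells with DMSO and 100% = wells without cells with DMSO; values of inactives mirror those of a sister screen read the other way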
SUMO Mot1 rescue = inhibitors of SUMOylation pathway: yeast Mot1-301 growth rescue; S. cerevisiae Mot1-301 growth rescue, ATP luminescence, 38.5C; percent above DMSO median, 100 means doubled; actives 1% (n = 320,000); growth rescue, % at 18.8 µM;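 active = every valid replicate shows activation above 250% relative to neutral control wells; inactive = the rest, any valid replicate at or below 250%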;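 note: OY570 slx delta 5 strain wells were the positive control but not used for scaling; some compounds called inactive have numbers as strong as hits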
E coli growth = bacterial growth inhibition, counter-screen for AddAB inhibitors. E. coli V3065 growth, OD600 absorbance, 18 h. inhibition, % at 11.9 µM. actives 0.27% (n = 330,000). AID 449728;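 active = inhibition above the campaign's mean inhibition across all tested compounds plus 3 SD, cut at about 9.9% in these data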;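 note: uninfected addAB+ strain grown without phage in ampicillin broth; 0% = DMSO wells and 100% = ciprofloxacin 0.95 µg/ml wells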
HTR5A inv ctr = counter-screen for OPRM1-OPRD1 inverse agonists: human HTR5A inverse agonism; actives 0.083% (n = 340,000); inhibition, % at 9.3 µM; HTR5A cell line, luminescence; P47898; AID 504634; in the data active = inhibition mostly above about 23%, no sharp cut-off; inactive = mostly below about 18%;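 note: 0% = cells with DMSO and 100% = no-cell wells with DMSO; some compounds called inactive have numbers as strong as hits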
Target sequence (P47898 whole entry, looked up): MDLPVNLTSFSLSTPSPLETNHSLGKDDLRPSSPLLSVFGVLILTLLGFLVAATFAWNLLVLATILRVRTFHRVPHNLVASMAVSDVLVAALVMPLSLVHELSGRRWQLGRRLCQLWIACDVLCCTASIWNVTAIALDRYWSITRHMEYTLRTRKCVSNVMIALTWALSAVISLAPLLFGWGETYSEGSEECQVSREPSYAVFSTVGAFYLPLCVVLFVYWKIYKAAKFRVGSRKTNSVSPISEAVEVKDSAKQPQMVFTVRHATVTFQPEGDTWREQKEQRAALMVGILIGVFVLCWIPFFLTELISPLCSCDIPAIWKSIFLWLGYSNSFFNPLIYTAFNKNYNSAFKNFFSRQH
PfHsp90 yeast 2 = growth inhibition of yeast expressing Plasmodium Hsp90 | AID 504621 | S. cerevisiae expressing PfHsp90, BacTiter-Glo ATP, 48 h; yeast lacking PDR1 and PDR3 efflux regulators | actives 0.32% (n = 310,000) | inhibition, % at 9.4 µM;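 active = every replicate shows inhibition above about 80%, whatever the replicate mean, limit read from the data; inconclusive = mean inhibition reaches the set limit but some replicate falls short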;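 note: 0% = DMSO neutral controls and 100% = 20 µM radicicol positive controls; yeast relying on Plasmodium falciparum Hsp90 in place of its own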
PKA-R2B act = activators of human PKA-R2B complex; P22694+P31323; PKA-R2B holoenzyme dissociation, Cy5-IP20 fluorescence polarization; R2B truncated from residue 108, S112A mutant; 0% DMSO only, 100% 113 µM cGMP; activation, % at 11.4 µM; actives 0.079% (n = 340,000); AID 504700;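 active = activation above a cutoff set at the mean over all compounds plus 3 SD, cut at about 18% in these data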;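 note: higher means more holoenzyme dissociation and a rise in polarization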
Target sequence (P31323 whole entry, looked up, other chains not shown, the tested form may be a part): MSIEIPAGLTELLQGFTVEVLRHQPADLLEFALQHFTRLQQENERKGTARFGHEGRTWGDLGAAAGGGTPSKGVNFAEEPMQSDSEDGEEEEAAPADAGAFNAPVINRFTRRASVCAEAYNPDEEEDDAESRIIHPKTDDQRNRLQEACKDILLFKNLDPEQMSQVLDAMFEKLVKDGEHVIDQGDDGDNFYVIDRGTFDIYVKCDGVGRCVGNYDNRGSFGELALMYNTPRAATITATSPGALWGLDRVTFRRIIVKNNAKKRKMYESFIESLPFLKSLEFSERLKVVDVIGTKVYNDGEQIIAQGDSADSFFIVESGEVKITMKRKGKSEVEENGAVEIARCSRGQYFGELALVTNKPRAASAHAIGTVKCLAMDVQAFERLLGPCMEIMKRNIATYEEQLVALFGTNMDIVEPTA
Starred values were filed as active, the others as inactive; ? = inconclusive; · = no result given; & = joins results of further samples.

smiles	MOR-DOR ag	PKA-R1A act	phage Ecoli inh	Tat transport	AddAB inh	OPRM1-OPRD1 inv	SUMO Mot1 rescue	E coli growth	HTR5A inv ctr	PfHsp90 yeast 2	PKA-R2B act
COc1ccc(C(CCN(Cc2ccc(OC)c(OC)c2)C(C)=O)c2ccccc2)cc1 (stereo not given)	-1.1	-6	2.4	14	-0.7	8	-1	-1.5	10	1	-8
COC(=O)c1onc(-c2c(C)cc(C)cc2C)c1C(=O)OC	5.9	15	2.9	-12	2.4	-32	138	1.5	13	-5	1
CCCN1C2CCCC1CC(NC(=S)Nc1cc(C)ccc1C)C2 (stereo not given)	-0.8	-2	2.9	1	2.7	4	37	-0.5	0	-5	3
CC(C)(C)C(=O)OCc1nc(-c2ccc3c(c2)OCCO3)cs1	6.3	7	4.0	7	1.3	-28	-5	-1.6	4	-64	3
Cc1cc(C)cc(NC(=O)c2cccn2-c2ncc(C(F)(F)F)cc2Cl)c1	5.5	-9	2.0	7	1.1	-31	-8	-1.8	-32	·	-10
O=S(=O)(NCc1cccnc1)c1ccc(Cl)s1	3.4	-7	·	2	0.9	-20	-9	1.1	-24	·	2
Clc1nc(-c2cccnc2)nc2scc(-c3ccccc3)c12	1.9	-2	3.9	1	-2.2	-13	5	-3.0	6	-13	-3
N#Cc1cc(Nc2c(N)nc[nH]c2=O)c([N+](=O)[O-])cc1C#N	1.8	14	-2.0	-1	0.9	-10	-12	-0.8	-7	0	-3
COc1ccc(OC)c(S(=O)(=O)N2CCC(C(=O)N3CCCCCC3)CC2)c1	-2.5	10	2.1	-4	4.4	13	22	1.0	-22	-7	-2
CCCCN(C)C(=O)c1nc2ccccn2c1CN1CCN(C/C=C/c2ccccc2)CC1	-1.0	1	-1.5	2	0.8	7	-4	-2.3	-5	-3	2
COc1cccc(-c2ncc3ccccc3c2COC(=O)N2CCOCC2)c1	-3.6	-3	-0.5	2	1.6	20	-18	1.4	15	10	2
CCC(Oc1ccccc1)C(=O)O/N=C(\N)c1ccc(OC)c(OC)c1 (stereo not given)	8.7	-4	5.7	10	0.3	-41	2	-0.3	-14	21	7
Cc1ccc(C2C3=C(CCCC3=O)Nc3nc(SCC(=O)NCc4ccco4)[nH]c(=O)c32)cc1 (stereo not given)	-0.7	-3	1.4	12	-0.7	3	-11	-0.2	0	29	-5
O=C(CN1C(=O)/C(=C/c2ccccc2Cl)SC1=S)NC1C=CS(=O)(=O)C1 (stereo not given)	0.5	-15	1.8	7	1.8	-3	7	0.5	7	-93	-1
CCc1ccc(NC(=S)N(CCCN2CCOCC2)Cc2ccccn2)cc1	0.1	0	2.7	-4	0.0	-1	-8	1.0	-27	-57	-2

The closing 4 entries of the part above open the next one.
smiles	MOR-DOR ag	PKA-R1A act	phage Ecoli inh	Tat transport	AddAB inh	OPRM1-OPRD1 inv	SUMO Mot1 rescue	E coli growth	HTR5A inv ctr	PfHsp90 yeast 2	PKA-R2B act
CCC(Oc1ccccc1)C(=O)O/N=C(\N)c1ccc(OC)c(OC)c1 (stereo not given)	8.7	-4	5.7	10	0.3	-41	2	-0.3	-14	21	7
Cc1ccc(C2C3=C(CCCC3=O)Nc3nc(SCC(=O)NCc4ccco4)[nH]c(=O)c32)cc1 (stereo not given)	-0.7	-3	1.4	12	-0.7	3	-11	-0.2	0	29	-5
O=C(CN1C(=O)/C(=C/c2ccccc2Cl)SC1=S)NC1C=CS(=O)(=O)C1 (stereo not given)	0.5	-15	1.8	7	1.8	-3	7	0.5	7	-93	-1
CCc1ccc(NC(=S)N(CCCN2CCOCC2)Cc2ccccn2)cc1	0.1	0	2.7	-4	0.0	-1	-8	1.0	-27	-57	-2
O=C(Nc1ccccc1C(=O)N1CCOCC1)C1CCC(=O)N1C1CCCC1 (stereo not given)	-3.4	3	0.4	8	3.1	17	0	-1.0	-12	·	4
CC(OC(=O)c1ccc2ccccc2n1)C(=O)Nc1ccc(N2CCOCC2)cc1 (stereo not given)	1.7	-4	0.4	-8	-0.9	-9	0	-1.0	-7	-42	12
COc1ccc(OCC(=O)N/N=C(/C)Cc2ccccc2)cc1	-2.4	-18	3.0	-3	2.2	15	5	0.3	0	-11	-1
COc1cccc(-n2c(C)n[nH]c2=O)c1	-1.2	-7	3.1	-2	5.1	7	21	-2.5	-19	·	-5
CCCCCOc1ccc(/C=c2\sc3nc(=O)c(-c4ccccc4)nn3c2=O)cc1OC	-1.0	-11	3.6	10	3.4	6	0	-0.3	0	-9	-5
CCOC(=O)N1CCC(NC(=O)c2cc(C(=O)Nc3ccc(OC)c(OC)c3)ccc2CO)CC1	0.7	1	1.9	17	-1.3	-4	-27	-0.8	-5	8	-10
COc1ccc(CCC(=O)OCC(=O)Nc2sccc2C(N)=O)cc1	-2.1	3	0.6	0	0.2	8	-5	-2.3	-9	32	4
COc1cc2c(cc1OC)C(C(=O)NCCN(C)C)C(c1cccs1)N(C)C2=O (stereo not given)	-2.0	-9	1.1	-11	0.1	9	205	-0.6	6	-1	-4
O=C(Nc1ccccc1C(F)(F)F)N1CCN(c2ccc3nnc(-c4ccc(F)cc4)n3n2)CC1	0.1	2	1.5	6	-0.5	0	·	-3.2	6	1	7
CC(C)(C)c1ccc(C(=O)Nc2nnc(SCC(=O)NCC3CCCO3)s2)cc1 (stereo not given)	-4.2	-6	0.4	1	-2.7	14	-11	-0.9	24	-34	-8
O=C(CN1CCOCC1)N1c2ccccc2Sc2ccccc21	-1.4	0	1.1	1	-0.7	8	-10	0.9	-4	0	-9
O=C(NCCc1ccc(Cl)cc1)C1CCN(S(=O)(=O)N2CCCC2)CC1	-1.2	-4	3.2	-4	-0.2	7	317	0.1	8	7	-9
COc1ccc(Cn2nnc3c(C)n[nH]c(=O)c32)cc1	-3.7	-3	3.9	-5	-0.8	20	6	-1.6	2	4	-5
CC1CC(C)(C)NC(=S)N1CCCC(=O)Nc1ccc(F)c(F)c1 (stereo not given)	-2.2	1	2.7	-4	4.0	12	-11	1.9	-2	4	4
Cc1ccc(C(=O)NCC(=O)Nc2ccc(S(=O)(=O)Nc3cc(C)nc(C)n3)cc2)cc1	-2.9	1	-0.4	7	1.8	12	0	-1.0	-3	7	2
Cn1nccc1NC(=O)Nc1cccc([N+](=O)[O-])c1	-1.2	-5	4.2	12	-0.9	6	-12	-3.3	-15	3	4
OC(COCC1COc2ccccc2O1)CN1CCN(c2ccccn2)CC1 (stereo not given)	-2.4&1.2	-2&0	1.1	6&-1	-1.1	11&-5	-8	-3.6	4&-1	0&12	1&-2
CCOC(=O)C1=C(N)n2c(s/c(=C\c3cccnc3)c2=O)=C(C(=O)OC)C1c1cccnc1 (stereo not given)	-1.9	-1	0.8	-9	1.6	10	10	-2.3	-1	-15	-1
O=C(CSc1ccc2ccccc2c1)Nc1ncccn1	-0.2	-10	4.8	20	2.9	1	201	1.4	-15	14	-4
Nc1ccc2nc(CCc3ccccc3)[nH]c2c1	-0.4	-5	3.7	-6	0.3	2	-20	-0.2	11	0	-1
O=S(=O)(Nc1cccc(-n2cnnn2)c1)c1ccc(Cl)cc1	-2.7	-14	1.8	-9	3.6	14	-21	-2.5	12	13	5
O=C(O)c1ccccc1/C=N/NC(=S)NCc1ccccc1	-2.7	-5	2.1	3	1.1	14	120	1.9	18	12	3
Oc1cccc(-c2nc3ccc4ccccc4c3c3c2CCC3)c1	2.2	8	3.5	8	-1.0	-13	·	-1.3	-2	?	-7
O=C(CCc1c[nH]c2ccccc12)NN1C(=O)NC2(CCCCC2)C1=O	-2.2	-3	2.4	-2	1.1	12	8	1.6	-9	5	2
CCN(CC(=O)NCc1cccs1)C(=O)c1ccc(-c2cccc(C(F)(F)F)c2)o1	3.6	-2	0.5	5	-1.6	-20	6	-4.0	-23	5	-3
CCn1cc(/C=N\NC(=O)COc2cccc(C)c2C)c(C)n1	-1.9	-8	3.2	2	0.0	13	58	-0.6	1	10	-6
CCc1ccc(N(CC(=O)NCc2ccc(F)cc2)C(=O)c2csnn2)cc1	-1.9	-4	2.6	-1	3.9	10	-12	3.4	-23	-41	6
CSc1c(CC(=O)Nc2ccccc2)n(Cc2ccccc2)c2ccccc12	7.5	-15	3.3	-11	2.4	-43	14	-2.4	7	7	0
COc1ccc(NC(=O)NNC(=O)c2ccc3ccccc3c2O)c(OC)c1	-2.4	-12	12*	6	9.9	13	-1	6.7	20	-2	-14
CCC(C)NC(=O)c1ccccc1NC(=O)CN(c1cc(C)ccc1OC)S(C)(=O)=O (stereo not given)	-3.0	3	2.8	-8	1.5	16	-5	3.0	-2	-7	-5
Nc1c(-c2ccccc2)c(CN2CCOCC2)nn1-c1ccc(C(=O)O)cc1	-0.5	-1	0.1	2	0.3	3	-2	-3.1	1	-11	6
